High-throughput results from PubChem.
p53ts 32C kill = kills p53ts cells at the permissive temperature; Potency, µM (titrated, usually from 46.1 µM), for the others: at the top dose activity change, negative = cytotoxicity, usual class: cytotoxic; H1299-p53A138V at 32C, ATP luminescence viability, 24 h; 130,000 tested, 0.93% active;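 also: 0% = DMSO and -100% = full killing by reference compound; nearly all actives have a fitted effect of over 55% in size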
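Cells: H1299 p53ts (A138V), 600/well, pre-incubated 16–30 h at 37C. Cpd up to 46 uM, 24 h, 32C. Readout: ATPlite luminescence, 20 min RT. Normalization: DMSO vs tamoxifen 100 uM. AC50 by Hill equation.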
Peg3 imprint = genomic imprint erasure induction; Potency, µM (doses to about 60.7 µM), for the others: at the top dose activity change, positive = activation, most hits filed as activators; AID 1948; mouse ES Peg3-LacZ reporter, beta-gal luminescence, 40 h; 110,000 tested, 0.02% active;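 also: 0% = negative control wells on the plate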
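Imprint erasure is scored as LacZ activity from the silenced maternal Peg3 allele in feeder-free female ES cells cultured 40 h with LIF. Luminescence is normalized to in-plate negative controls and fitted to the Hill equation.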
IkB signaling = suppresses IkB signaling in ABC-DLBCL reporter cells | AID 445 | 110,000 tested, 0.04% active | ABC-DLBCL IkBa-CBG/CBR dual luciferase ratio, 4 h; response scale: scaled: untreated 0%, proteasome inhibitor 100% | Potency, µM (titrated, usually from 57.1 µM), for the others: at the top dose IkBa stabilization activation; active = well fitted curve in the direction sought with a large enough effect in the signal ratio, not every such curve was filed as active; inconclusive = small, poorly fitted or top-dose-only effect, or a change in a side signal; the % refers to the signal ratio;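 also: the direction sought is a rising ratio; 0% = basal untreated cells and 100% = reference inhibitor full response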
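In this assay, an IκBα–CBG68 fusion accumulates when IKK-driven degradation is blocked; native CBR normalizes for cell number. OCI-Ly3 cells were treated 4 h with compound and doxycycline, then green and red light read after Chroma-Glo addition.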
p53ts 39C kill = cytotoxicity in p53ts cells at nonpermissive temperature; H1299-p53A138V viability at 39C, ATP luminescence, 24 h; Potency, µM (series often up to 46.1 µM), for inactives: at the highest dose activity change, negative = cell killing, actives largely listed as cytotoxic; 130,000 tested, 1.5% active; also: nearly all actives have a fitted effect of over 55% in size
Active calls of the source: *; ? = inconclusive; / = not tested or not shown; [ ] = remark or other dose. Unless noted, calls follow the shape of the dose curve; as a rule, active = well fitted curve in the direction sought with a large enough effect; inconclusive = small, poorly fitted or top-dose-only effect, or another doubt; inactive = no such curve, though single readings can be large; an effect the other way counts as inactive or inconclusive. Unless noted, % is scaled to controls: 0 for no effect and ±100 for the full control effect; potency is read from the fitted curve at half-maximal effect. This is a random part of the collection; overall some 1.7% were active at least once.

SMILES	p53ts 32C kill	Peg3 imprint	IkB signaling	p53ts 39C kill
Cc1cc(C)nc(NS(=O)(=O)c2ccc(NC(=O)c3cccs3)cc2)n1	5%	-5%	2.9%	-1%
S=C1NCN2CCN(CC2)CNC(=S)C(=S)NCN2CCN(CC2)CNC1=S	1%[9.22 µM]	-12%[10.9 µM]	0.5%[11.4 µM]	-10%[9.22 µM]
O=C(Nc1cccc(F)c1)N1CC[C@@]2(CCCN(C(=O)c3cc(C(F)(F)F)cc(C(F)(F)F)c3)C2)C1	-8%	/	0.3%[11.4 µM]	-9%
CCCOc1ccc(N2C(=O)CC(NCCCN3CCC(C(N)=O)CC3)C2=O)cc1 (stereo not drawn)	0%	-19%	0.4%	-4%
Cc1ccc(/C(COc2ccccc2O)=N\O)cc1	5%	-1%	0.9%	-7%
Cc1ccccc1Nc1c(-c2cccnc2)nc2ccc(Cl)cn12	6%	-10%[10.9 µM]	?	-27%
COc1ccc(N(C(=O)c2ccco2)S(=O)(=O)c2ccc(F)cc2)cc1	10%	/	/	24%
COc1ccccc1CN1CCN(C2CCN(C(=O)Nc3ccccc3)CC2)C(=O)C1=O	5%	-1%[10.9 µM]	0.5%	-18%
Cc1ccc(Cl)cc1-n1c(=O)cc(N2CC(C)OC(C)C2)[nH]c1=O (stereo not drawn)	-3%	-8%	-0.7%	2%
COC(=O)NNC(=O)C1CCC(C)CC1 (stereo not drawn)	-4%	6%[10.9 µM]	0.6%	-13%
CCOc1ccc(Cl)cc1S(=O)(=O)N1CCCC1	9%	-7%	-1.8%	2%
O=C(Nc1ccccn1)c1ccc(NC(=O)c2ccco2)cc1	?	-75%[inhibitor]	?	?
Cc1ccc(C)c(-n2nnnc2SCC(=O)c2ccc3c(c2)NC(=O)CO3)c1	-23%	-12%	6.1%	-9%
CC1(C)Cc2c(C#N)c(N)sc(=S)c2CO1	7%	3%	-3.2%	-7%
CC(=O)SC[C@@H](Cc1ccccc1)C(=O)NCC(=O)OCc1ccccc1	3%[20.6 µM]	-3%[16.8 µM]	-0.3%[25.6 µM]	6%[20.6 µM]
CC(SC1CCCC1)C(=O)Nc1ccnn1C(C)C (stereo not drawn)	-2%	0%	0.2%	2%
CCSc1nnc(NC(=O)C2Cc3ccccc3CN2C(=O)c2ccco2)s1 (stereo not drawn)	32%[activator]	-12%	5.5%	-3%
Cc1nn(C(C)C(=O)Nc2ccc(C(C)C)cc2)c(=O)c2c1sc1ccccc12 (stereo not drawn)	-3%	-13%[10.9 µM]	9.7%	-3%
Cc1ccn2cc(CNC(=O)c3ccc(Br)o3)nc2c1	5%	-13%	0.6%	-7%
Cc1c(C(=O)O)oc2c1-c1nn(Cc3ccccc3Cl)cc1CC2	4%	-8%[10.9 µM]	?	-3%
O=C(Nc1ccc(-c2nc3cccnc3s2)cc1)c1ccco1	?	8%	?	?
CCOC(=O)c1ccc(N2C(=O)c3n[nH]c(-c4cccs4)c3C2c2ccc(OCC)cc2)cc1 (stereo not drawn)	36%[activator]	-19%[10.9 µM]	-1.7%	?
COc1ccc(/C=C\c2onc(C)c2S(=O)(=O)N2CCC(C(=O)Nc3ccc(C)c(F)c3)CC2)cc1	-3%	-7%[10.9 µM]	-1.4%	-15%
Cc1ccc(OCc2nc(C#N)c(N3CCN(Cc4ccccc4)CC3)o2)cc1	1%	-13%	0.6%	3%
COC(=O)c1cc(NCc2ccc3c(c2)OCO3)ccc1N1CCOCC1	-2%	-1%	1.7%	8%
CCn1c(=O)cc(OCC(=O)NCc2ccc(F)cc2Cl)c2ccccc21	9%	-9%[10.9 µM]	2.7%	-9%
C=C(C)CN(CC)c1nc(N)c(C#N)c(CC#N)c1C#N	6%	-34%[inhibitor]	?	5%
COc1ccc(CN(C(=O)c2ccco2)C2CC(C)N(C)CC2C)cc1 (stereo not drawn)	-3%	-11%	-1.5%	11%
COCc1nnc(NC(=O)c2cc(Cl)ccc2OC)s1	-10%	2%	-0.4%	-6%
Cc1nn(-c2ccccc2)c2c1N(CCCC(=O)NCc1ccc(N(C)C)cc1)C(=O)CS2	-2%	-11%[10.9 µM]	?	-8%
CC(C)N(C(=O)COC(=O)c1ccc(O)cc1)C(C)C	3%	9%	-0.7%	5%
COc1ccc(OC)c(S(=O)(=O)Nc2cc(Cl)cc(Cl)c2)c1	36%[activator]	-5%	9.2%	27%
Cc1cc(C)cc(N(CC(=O)NC2CC3CCC2C3)S(C)(=O)=O)c1 (stereo not drawn)	18%	-2%	0.3%	2%
Cc1c(C(=O)Nc2cccc(C(F)(F)F)c2)oc2ccc(S(=O)(=O)N3CCC4(CC3)OCCO4)cc12	-2%	-25%[10.9 µM]	?	-14%
CCC(Sc1nc(N)cc(=O)[nH]1)C(=O)NC(C(=O)OC)c1ccccc1 (stereo not drawn)	13%	-3%	-2.1%	9%
Cc1ccc(CN(C(=O)Nc2cccc(Cl)c2)c2ccccn2)cc1	7%	-17%[10.9 µM]	-1.9%	-15%
O=C(CCSc1nnc(-c2ccco2)o1)Nc1ccccc1	-9%	-17%	-1.7%	-5%
CCOc1ccc(C(=O)c2oc3ccccc3c2NC(=O)Cc2coc3cc(C)cc(C)c23)cc1	2%	-2%[10.9 µM]	-1.3%	25%
CCn1c(Cc2ccccc2)nnc1SCC(=O)Nc1ccc(OC)cc1	11%	/	/	29%
COCC(=O)N1CCC2(CC1)CCN(c1ncccn1)CC2	-6%	/	0.1%[11.4 µM]	-2%

Part of the list above, with two lines to a compound.
Each structure is followed by: p53ts 32C kill	Peg3 imprint	IkB signaling	p53ts 39C kill
Cc1nn(-c2ccccc2)c2c1N(CCCC(=O)NCc1ccc(N(C)C)cc1)C(=O)CS2
→ -2%	-11%[10.9 µM]	?	-8%
CC(C)N(C(=O)COC(=O)c1ccc(O)cc1)C(C)C
→ 3%	9%	-0.7%	5%
COc1ccc(OC)c(S(=O)(=O)Nc2cc(Cl)cc(Cl)c2)c1
→ 36%[activator]	-5%	9.2%	27%
Cc1cc(C)cc(N(CC(=O)NC2CC3CCC2C3)S(C)(=O)=O)c1 (stereo not drawn)
→ 18%	-2%	0.3%	2%
Cc1c(C(=O)Nc2cccc(C(F)(F)F)c2)oc2ccc(S(=O)(=O)N3CCC4(CC3)OCCO4)cc12
→ -2%	-25%[10.9 µM]	?	-14%
CCC(Sc1nc(N)cc(=O)[nH]1)C(=O)NC(C(=O)OC)c1ccccc1 (stereo not drawn)
→ 13%	-3%	-2.1%	9%
Cc1ccc(CN(C(=O)Nc2cccc(Cl)c2)c2ccccn2)cc1
→ 7%	-17%[10.9 µM]	-1.9%	-15%
O=C(CCSc1nnc(-c2ccco2)o1)Nc1ccccc1
→ -9%	-17%	-1.7%	-5%
CCOc1ccc(C(=O)c2oc3ccccc3c2NC(=O)Cc2coc3cc(C)cc(C)c23)cc1
→ 2%	-2%[10.9 µM]	-1.3%	25%
CCn1c(Cc2ccccc2)nnc1SCC(=O)Nc1ccc(OC)cc1
→ 11%	/	/	29%
COCC(=O)N1CCC2(CC1)CCN(c1ncccn1)CC2
→ -6%	/	0.1%[11.4 µM]	-2%

Continued.
SMILES	p53ts 32C kill	Peg3 imprint	IkB signaling	p53ts 39C kill
Cc1ccc(C(=O)NC(C)c2ccccc2)o1 (stereo not drawn)	10%	/	/	10%
O=C1c2ccccc2C(=O)N1CC#CCN1CCN(C2CCCCC2)CC1	7%	-25%	?	14%
CCCCn1nnnc1NCc1cccnc1	-1%	9%	-1.3%	17%
Cc1ccc(NC(=O)c2cc3nc(-c4ccccc4)cc(-c4ccccc4)n3n2)cc1	10%	-16%[10.9 µM]	-2.7%	28%
COc1ccccc1C(=O)N1CCCC(c2nc(-c3cc(OC)c(OC)c(OC)c3)no2)C1 (stereo not drawn)	4%	-15%	0.8%	16%
COc1cc(OC)cc(C(=O)N(Cc2nc(-c3cccc(C)c3)no2)C(C)C)c1	1%	-24%	?	-6%
COc1ccc(C2C(C#N)=C(C)NC3=C2C(=O)CC(C)(C)C3)c(OC)c1 (stereo not drawn)	25%	-4%	1.7%	7%
CCOC(=O)CCc1c(C)c2ccc(OCc3nn[nH]n3)c(C)c2oc1=O	-24%	-13%	5.9%	-17%
Cc1ccccc1OCCn1cc(C(=O)C2CCCCC2)c2ccccc21	0%	13%[10.9 µM]	2.6%	11%
CCOCCCn1c(=N)c(S(=O)(=O)c2ccc(C)cc2)cc2c(=O)n3cccc(C)c3nc21	-1%	-10%[10.9 µM]	1.1%	17%
NC(=O)c1c(NC(=O)c2cc3ccccc3o2)sc2c1CCC2	?	-22%	?	?
CCC(Oc1ccccc1)C(=O)N1CCN(c2ccccn2)CC1 (stereo not drawn)	3%	-9%	1.8%	10%
Cc1oc2c(CN3CCCC3)c(O)ccc2c(=O)c1-c1ccc(Cl)cc1	3%	6%	0.6%	11%
O=C(O)CSc1nnc(-c2ccc(O)cc2)o1	-9%	-12%[10.9 µM]	-4.7%	21%
CCc1ccc2occ(CC(=O)Nc3c(C(=O)Nc4ccc(Cl)cc4)oc4ccccc34)c2c1	1%	-15%[10.9 µM]	-0.5%	-25%
COc1cccc(C(=O)NCc2nnc(SCC(=O)Nc3nccs3)n2-c2ccccc2)c1	1%	-12%	-2.3%	11%
C#CCN1CC(C)/C(=N/O)CC1C (stereo not drawn)	4%	-7%	1.6%	1%
Cc1ccc(CNC(=O)Cn2cc(C(=O)c3ccc(Cl)cc3)c(=O)c3ccc(C)nc32)cc1	-4%	-15%[10.9 µM]	?	-6%
COc1ccccc1CNC(=O)CCNS(=O)(=O)c1ccc2c(c1)oc(=O)n2C	1%	15%[10.9 µM]	?	-23%
CCN(Cc1ccccc1)C(=O)C1CCN(S(=O)(=O)c2c(C)noc2/C=C/c2ccc(C)cc2)CC1	3%	-10%[10.9 µM]	-1.3%	-5%
CCc1cc(=O)oc2c(C)c3c(cc12)CN(CCc1ccccc1)CO3	7%	-7%[10.9 µM]	1.4%	-11%
COc1ccc(-c2cn3c(n2)sc2cc(C(=O)NCCCN4CCCCC4)ccc23)cc1	15%	-13%[10.9 µM]	1.2%	-7%
Cc1ccc(C)c(N2CCN(C(=O)c3cc(S(=O)(=O)N4CCCC4)cn3C)CC2)c1	9%	-15%[10.9 µM]	?	-4%
CCOc1cccc(CN2CCN(c3cccc(C(F)(F)F)c3)CC2)c1O	-1%	-12%	?	-6%
COc1ccc(CNc2oc(Cc3cccc4ccccc34)nc2C#N)cc1	-10%	-21%	9.7%	13%
COc1ccc(OC)c(-c2oc3ccccc3c(=O)c2O)c1	-4%	-15%	?	-13%
CNc1nc(-c2cccc(NS(C)(=O)=O)c2)nc2ccccc12	3%	3%	-3.3%[11.4 µM]	-2%
COc1cc(CN(C)CCc2ccccn2)cc(OC)c1OC	-16%	-12%	-1.4%	-3%
Cc1nc(C)c(C(=O)C2=C(O)C(=O)N(CCN3CCOCC3)C2c2cccnc2)s1 (stereo not drawn)	4%	-9%	-0.5%	0%
Cc1cc(C)n(-c2cc(=O)n(C)c(=O)n2C)n1	-4%	-12%	7.5%	7%
CC(=O)O[C@H](CC(=O)O)C[N+](C)(C)C	8%	-5%	0.0%	-6%
CCC(C)(C)n1nnnc1C(c1ccc2ncccc2c1)N1CCN2CCCC2C1 (stereo not drawn)	-2%	-6%	0.2%	8%
COc1ccc2c(c1)Cc1sc(NC(C)=O)nc1-2	-26%	-57%[inhibitor]	2.1%	-27%
O=C(N1CCCCC1)N1CCN(c2ccc(Cl)cc2)CC1	-4%	-13%	-0.2%	4%
CCOC(=O)c1cccc(NC(=O)[C@@H](c2ccccc2)N2Cc3ccccc3C2=O)c1	6%	-7%[10.9 µM]	?	3%
Nc1nnc(SCC(=O)Nc2ccc(Cl)cc2)s1	-6%	-12%[10.9 µM]	-5.8%	-6%
Cc1oc(C(=O)O)cc1COc1ccc2c(C)cc(=O)oc2c1	-11%	-56%[inhibitor]	1.1%	4%
O=C(O)CSCC(=O)Nc1cccc2ccccc12	-3%	-4%	0.7%	-1%
O=S(=O)(c1ccccc1)N(C1=NCCS1)S(=O)(=O)c1ccccc1	0%	-2%	0.2%	-21%

Arranged by SMILES length (ascending): some entries from above.
SMILES	p53ts 32C kill	Peg3 imprint	IkB signaling	p53ts 39C kill
Cc1ccccc1Nc1c(-c2cccnc2)nc2ccc(Cl)cn12	6%	-10%[10.9 µM]	?	-27%
CCn1c(=O)cc(OCC(=O)NCc2ccc(F)cc2Cl)c2ccccc21	9%	-9%[10.9 µM]	2.7%	-9%
Cc1cc(C)nc(NS(=O)(=O)c2ccc(NC(=O)c3cccs3)cc2)n1	5%	-5%	2.9%	-1%
